ATXN2 expr inh = reduces ATXN2 reporter expression in HEK-293 cells. Potency, µM (highest dose often 57 µM), without a hit: top-dose activity change, negative = inhibition, usual class: inhibitors. actives 0.72% (n = 360,000). HEK-293 ATXN2-luciferase reporter, luminescence, 24 h; also: potency is read from the fitted curve at half-maximal effect; % is scaled to controls: 0 for no effect and ±100 for the full control effect; nearly all actives have a fitted effect of over 55% in size
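ATXN2-luciferase reporter cells (luciferase flanked by upstream and downstream ATXN2 gene portions) were treated 24 h at 37 °C with compounds at up to 57 uM. SteadyGlo luminescence gave expression; GF-AFC fluorescence gave viability.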
IL-2 act = activates IL-2 in a cell-based reporter assay. activation, % (series mostly up to about 46 µM). IL-2 activation reporter assay, cell-based qHTS; stimulated with anti-CD3/CD4/CD28 beads; in transgenic mouse T cells. actives 0.065% (n = 360,000). AID 652025; in the data active = activation above about 50%; inconclusive = mostly about 30% to 49%; also: 0% is about no effect
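Unstimulated transgenic mouse T cells preincubated 60 min with compound, then stimulated with anti-CD3/anti-CD4-coated beads plus anti-CD28 for 18 h at 37 degrees C. IL-2 response read as EGFP and DsRed fluorescence by plate cytometry.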
Nrf2 activator = activates Nrf2 signaling; AREc32 ARE-luciferase reporter (MCF7-derived line), luminescence, 24 h; Potency, µM (highest dose often 46.1 µM), without a hit: at the top dose activation, most hits filed as activators; AID 624171; actives 0.31% (n = 410,000); also: potency is read from the fitted curve at half-maximal effect; % of control where 0% means no effect; nearly all actives have a fitted effect of over 65% in size
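Cells of the AREc32 ARE-luciferase line are plated in OPTI-MEM containing 5% FBS and left overnight at 37 deg C. Compounds are pinned in, incubation continues 24 hr, and firefly luciferase signal is then measured.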
Nrf2 block = inhibitors of Nrf2 signaling. A549 ARE-Fluc reporter, luciferase luminescence, 18-24 h. Potency, µM (series often up to 46 µM), for inactives: top-dose activity change, negative = inhibition, hits mostly inhibitors. actives 2.1% (n = 360,000); also: potency is read from the fitted curve at half-maximal effect; % is scaled to controls: 0 for no effect and ±100 for the full control effect; nearly all actives have a fitted effect of over 60% in size
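Nrf2 function is reported as luminescence of an ARE-controlled luciferase in A549 cells. Compounds were tested at several concentrations, and a CellTiter-Fluor read on the same wells flagged cytotoxicity.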
A549 tox = A549 cytotoxicity, counter-screen for Nrf2 inhibitors | A549 ARE-Fluc cells, CellTiter-Fluor viability, 18-24 h | Potency, µM (doses to about 46 µM), without a hit: top-dose activity change, negative = cytotoxicity, actives largely listed as inhibitors | actives 0.16% (n = 390,000) | AID 504648; also: potency is read from the fitted curve at half-maximal effect; % is scaled to controls: 0 for no effect and ±100 for the full control effect
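A549 ARE-Fluc cells in 5% FBS OPTI-MEM, 5000 cells/well, rested 2 h then exposed to compounds in concentration-response for 18-24 h at 37 °C. Viability by CellTiter-Fluor fluorescence (Ex 405/Em 525) after 30 min; luciferase luminescence (BugLite, 15 min, RT) read afterwards.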
EPAC2 ag = agonists of human EPAC2 (RAPGEF4). Q8WZA2. Potency, µM (highest dose often 154 µM), inactives show top-dose activation, usual class: activators. EPAC2 activation, biochemical qHTS; response scale: 100% = 6.5 mM cAMP response. actives 0.079% (n = 360,000); also: potency is read from the fitted curve at half-maximal effect; nearly all actives have a fitted effect of over 50% in size
Target sequence (Q8WZA2 whole entry, looked up): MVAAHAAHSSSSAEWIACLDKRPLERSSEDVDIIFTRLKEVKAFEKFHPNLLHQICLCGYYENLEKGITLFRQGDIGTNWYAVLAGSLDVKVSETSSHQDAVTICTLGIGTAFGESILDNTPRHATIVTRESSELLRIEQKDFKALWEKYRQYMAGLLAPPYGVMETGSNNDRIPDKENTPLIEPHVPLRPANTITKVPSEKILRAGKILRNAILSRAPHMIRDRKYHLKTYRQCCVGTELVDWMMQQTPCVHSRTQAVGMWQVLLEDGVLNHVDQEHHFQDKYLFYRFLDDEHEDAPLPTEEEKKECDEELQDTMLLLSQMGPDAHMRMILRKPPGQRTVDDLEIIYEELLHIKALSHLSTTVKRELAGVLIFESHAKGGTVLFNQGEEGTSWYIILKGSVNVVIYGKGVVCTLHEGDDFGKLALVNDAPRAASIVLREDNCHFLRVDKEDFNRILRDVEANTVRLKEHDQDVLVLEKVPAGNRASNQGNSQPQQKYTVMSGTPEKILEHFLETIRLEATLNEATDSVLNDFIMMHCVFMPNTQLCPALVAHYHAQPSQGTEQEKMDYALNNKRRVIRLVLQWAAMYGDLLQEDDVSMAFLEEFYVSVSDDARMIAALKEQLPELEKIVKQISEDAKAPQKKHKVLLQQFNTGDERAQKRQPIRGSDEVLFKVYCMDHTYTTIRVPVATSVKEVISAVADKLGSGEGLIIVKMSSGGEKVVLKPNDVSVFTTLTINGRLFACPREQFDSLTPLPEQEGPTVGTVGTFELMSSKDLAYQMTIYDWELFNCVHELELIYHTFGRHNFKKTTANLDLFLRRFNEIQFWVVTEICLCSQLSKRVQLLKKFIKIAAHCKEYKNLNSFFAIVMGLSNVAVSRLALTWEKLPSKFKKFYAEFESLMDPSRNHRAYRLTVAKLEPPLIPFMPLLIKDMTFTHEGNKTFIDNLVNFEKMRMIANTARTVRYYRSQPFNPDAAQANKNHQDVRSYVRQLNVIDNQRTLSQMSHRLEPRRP
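Setup: EPAC2 100 nM, labeled Rap1B complex 250 nM, free GDP 50 uM. Compound titrations pinned in, brief spin, 5 min room temperature incubation. Kinetic fluorescence read over 30 min, normalized to 6.5 mM cAMP.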
TGFb SMAD3 inh = blocks TGF-b signaling | HepG2 CAGA-GFP TGF-b/SMAD3 reporter, GFP fluorescence, 18 h; TGF-beta stimulated, 500 pg/mL final | actives 1.2% (n = 410,000) | Potency, µM (titrated, usually from 46.1 µM), without a hit: at the highest dose activity, negative = inhibition, hits mostly inhibitors; also: potency is read from the fitted curve at half-maximal effect; % is scaled to controls: 0 for no effect and ±100 for the full control effect; nearly all actives have a fitted effect of over 65% in size
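First, reporter cells (HEPG2 CAGA-GFP) rested 2 h at 37 degrees C. Next, compounds were pinned in and TGF-beta added to 500 pg/mL final. After 18 h, GFP was imaged per cell and summed per well.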
HepG2 tox = HepG2 cytotoxicity, counter-screen for TGF-b inhibitors; actives 0.76% (n = 410,000); HepG2 CAGA-GFP viability, ATP luminescence, 18 h; Potency, µM (highest dose often 46.1 µM), for the others: at the highest dose activity change, negative = cytotoxicity, most hits filed as cytotoxic; AID 588856; also: potency is read from the fitted curve at half-maximal effect; some results filed as inactive show a strong effect at the top dose
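HepG2 CAGA-GFP cells (1000/well, DMEM with 1% FBS) received compound, then TGF-beta at 500 pg/mL final, and were incubated 18 hours at 37 degrees C. Viability was read by CellTiter-Glo luminescence. Media-only wells were set as complete cell-killing and DMSO as no toxicity.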
S2 tox = viability counter-screen for ATXN expression inhibitors; actives 0.49% (n = 400,000); AID 651635; S2 cells (HEK-293 line with an ATXN2-luciferase reporter) viability, CellTiter-Fluor protease fluorescence, 24 h; Potency, µM (titrated, usually from 56.7 µM), most hits filed as cytotoxic; also: potency is read from the fitted curve at half-maximal effect; nearly all actives have a fitted effect of over 40% in size
* hit, by the source's call; i = inactive; u = inconclusive; x = no result given; [ ] = remark or other dose. Unless noted, calls follow the shape of the dose curve; as a rule, active = well fitted curve in the direction sought with a large enough effect; inconclusive = small, poorly fitted or top-dose-only effect, or another doubt; inactive = no such curve, though single readings can be large; an effect the other way counts as inactive or inconclusive.

SMILES | ATXN2 expr inh | IL-2 act | Nrf2 activator | Nrf2 block | A549 tox | EPAC2 ag | TGFb SMAD3 inh | HepG2 tox | S2 tox
CCOC(=O)C1=C(N)N2C(=O)C(C)SC2=C(C(=O)OC)C1c1ccccc1OC (stereo not drawn) | 5% | -0.6 | -0.3% | 17% | -1% | 4% | 35% | 20% | i
COc1ccccc1C(=O)N(CN1CCCC1=O)c1cccc(Cl)c1 | -7% | -0.7 | -0.2% | -1% | 0% | 10% | 27% | 14% | i
O=C(c1[nH]ncc1-c1ccccc1)C1CO1 (stereo not drawn) | 1% | -2.5 | u | -10% | -3% | 12% | -14% | 13µM* | i
COc1ccc(Nc2nc(N)nc(CSC(=S)N3CCCCC3C)n2)cc1 (stereo not drawn) | -8% | -0.8 | 2.7% | u | 4% | 12% | -21% | -22% | i
CCn1c(C)[n+](CC(O)COCC2CC=CCC2)c2ccccc21 (stereo not drawn) | 4% | -1.5 | -1.0% | -4% | -15%[1.84 µM] | 8% | -9% | -1% | i
CC(C)(C)C(=O)N1CCN(c2ccc([N+](=O)[O-])c(-n3nc(-c4ccccc4)c4ccccc4c3=O)c2)CC1 | 9% | 1.9 | -0.7% | 14% | u | 1% | -13% | 3% | i
Cc1sc2c(c1C)c(=O)n(-c1ccc(Cl)cc1)c(=O)n2Cc1c(F)cccc1Cl | 5% | x | 0.0% | 3%[9.27 µM] | 2% | x | u | 5% | i
CCn1c(C(=O)N2CCC(Cc3ccccc3)CC2)cc2sccc21 | -2% | 1.6 | -0.2% | x | 6% | 17% | 0% | -20% | i
CCOc1ccc(N2CC(C(=O)N3CCCc4ccccc43)CC2=O)cc1 (stereo not drawn) | 24% | 0.7 | 0.3% | 27% | -7% | 5% | 6% | -41% | i
CC(=O)c1ccc(NC(=O)COC(=O)Cc2ccsc2)cc1 | x | -0.7 | -0.9% | 13% | 5% | -1% | 4% | 4% | x

Molecules listed so far that have a halogen:
SMILES | ATXN2 expr inh | IL-2 act | Nrf2 activator | Nrf2 block | A549 tox | EPAC2 ag | TGFb SMAD3 inh | HepG2 tox | S2 tox
COc1ccccc1C(=O)N(CN1CCCC1=O)c1cccc(Cl)c1 | -7% | -0.7 | -0.2% | -1% | 0% | 10% | 27% | 14% | i
Cc1sc2c(c1C)c(=O)n(-c1ccc(Cl)cc1)c(=O)n2Cc1c(F)cccc1Cl | 5% | x | 0.0% | 3%[9.27 µM] | 2% | x | u | 5% | i

The listing continues.
SMILES | ATXN2 expr inh | IL-2 act | Nrf2 activator | Nrf2 block | A549 tox | EPAC2 ag | TGFb SMAD3 inh | HepG2 tox | S2 tox
S=c1[nH]nc(-c2cccnc2)n1-c1ccccc1 | -3% | -2.2 | -0.7% | 4% | -3% | 6% | -1% | 2% | i
Cc1ccc(OCC(=O)Nc2ccc3c(c2)C(=O)NC3=O)cc1 | 4% | -3.4 | -0.4% | u | 0% | 2% | -3% | 1% | i
O=C(CSc1nc(-c2ccc(F)cc2)cc(C(F)(F)F)n1)NCc1ccccc1 | -18% | x | -1.1% | -8% | 1% | x | -18% | 2% | i
COc1ccc(/C=C2\SC(N3CCCCC3)=NC2=O)cc1 | -6% | -3.8 | 2.7% | 15% | -5% | 6% | -3% | -25% | i
O=C(COC(=O)c1ccccc1)Nc1ccc2[nH]c(=O)[nH]c2c1 | 4% | -1.9 | 0.6% | 0% | -1% | 7% | -3% | -2% | i
CN(CC(=O)NCCc1ccc(S(N)(=O)=O)cc1)Cc1c(F)cccc1Cl | 8% | 1.5 | -0.5% | -5% | 4% | 1% | 16% | 15% | i
Cc1cccc(-n2c(SCC(=O)N3CCC(C(=O)O)CC3)nc3ccccc3c2=O)c1C | -10% | 0.7 | 0.3% | 0% | 2% | 12% | 26% | -3% | u
Cc1cc(C)nc(NS(=O)(=O)c2ccc(NC(=S)NC(=O)c3cccnc3)cc2)n1 | -14% | 1.1 | -0.2% | 3% | -12% | 10% | 17% | -1% | i
O=C(CN1CCN(CC(=O)c2ccccc2)CC1)c1ccccc1 | 26% | -0.8 | 3.0% | 4% | 5% | 4% | -23% | -18% | i
Cc1ccc(-c2cc(C(=O)N/N=C/c3ccco3)n[nH]2)s1 | 6% | -0.1 | 5.3% | 12% | 8% | 3% | 6% | -19% | i
COc1cccc(-c2cc(C(F)(F)F)n3ncc(S(=O)(=O)c4ccccc4)c3n2)c1 | -16% | 0.5 | -0.3% | 12% | 0% | -4% | -4% | -4% | i
NC(=O)C1CCN(c2csc3ccc(F)cc3c2=O)CC1 | 8% | x | 4.1% | x | -11% | x | 0% | -13% | u
CC(NC(=O)CSc1nc(C2CC2)n(-c2ccccc2)n1)c1ccco1 (stereo not drawn) | 5% | -2.7 | 6.9% | -12% | 3% | 5% | 2% | 2% | i
Nc1ccn([C@@H]2O[C@H](C(=O)N[C@H](CO)Cc3ccccc3)[C@@H](O)[C@H]2O)c(=O)n1 | 24% | -0.7 | -0.5% | x | x | 3% | 0% | 7% | i
CCOC(=O)C1=C(C)NC2=C(C(=O)CC(C)(C)C2)C1c1ccsc1 (stereo not drawn) | -8% | -1.3 | 0.2% | 10% | 0% | 2% | -17% | 0% | i
COc1cc(C(=O)N/N=C2\CCS(=O)(=O)c3ccc(F)cc32)cc(OC)c1OC | -4% | -3.2 | 0.9% | -6% | 9% | -8% | -4% | 3% | i
Cc1cccc(-c2nc3c4ccccc4nc(NCc4ccccc4Cl)n3n2)c1 | x | x | 9.0% | u | 1% | x | 3% | 0% | x
O=c1[nH][nH]c(-c2ccccc2)c1C=Nc1ccccc1 | -3% | 0.0 | 0.3% | 3% | -10% | -4% | 25% | 13% | u
Cc1ccccc1NC(=S)NNC(=O)c1cccnc1 | 7% | 0.5 | 0.0% | 2% | -1% | -6% | 3% | -1% | i
Cc1cc(C)c2oc(C(=O)Nc3c(C(=O)c4ccccc4)oc4ccccc34)cc(=O)c2c1 | 2% | x | -0.8% | 3% | 2% | x | 15% | 5% | i
CC(=O)C(Sc1ncnc2sc3c(c12)CCCC3)C(C)=O | -10%[11.3 µM] | 2.2 | 7.6% | -23% | 2% | -5% | 9% | -17% | i
COc1ccc(CN2CCN(C(=O)c3cc(OC)c(OC)c(OC)c3)CC2)cc1OC | -1% | -2.5 | -0.7% | 15% | -12% | 10% | 14% | 5% | i
CCOC(=O)Cn1c(=O)oc2cc(S(=O)(=O)N3CCN(c4cccc(C)c4)C(C)C3)ccc21 (stereo not drawn) | x | x | 4.3% | 22% | 2% | x | u | -28% | x
Brc1cccc2sc(N3CCCC3)nc12 | 39% | 0.4 | 5.2% | u | 1% | -1% | -18% | 14% | i
CCOP(=O)(c1ccccc1)C(O)c1ccccc1 (stereo not drawn) | -2% | -0.4 | -0.7% | 11% | -1% | -3% | 5% | -13% | i
O=c1cc(CSc2nnc(COc3ccccc3Cl)o2)nc2sccn12 | 5% | -2.1 | 3.9% | -23% | 9% | 7% | 2% | 0% | i
CCOC(=O)C1=C(C)N(C)C(=O)NC1c1ccc(C)s1 (stereo not drawn) | 5% | 0.8 | 0.4% | 8% | 5% | 9% | -30% | -21% | i
CC(=O)Nc1ccc(SCC(Cc2ccccc2)N2CCN(CC(C)C)CCC2=O)cc1 (stereo not drawn) | x | x | x | 5% | -7% | x | u | -31% | x
CCC(CC)C(=O)Nc1cc(C(=O)OC)cc(C(=O)OC)c1 | 4% | -0.3 | 0.4% | -4% | x | 10% | -4% | -12% | i
CC(C)c1ccc(-c2csc(NC(=O)c3cccs3)c2C(=O)O)cc1 | -4% | -0.7 | -0.9% | u | u | -1% | u | -24% | i
Cc1noc(C)c1CSCC(=O)NCCN1C(=O)S/C(=C\c2ccccc2F)C1=O | 5% | 0.8 | 9.5% | -6% | -1% | 0% | 0% | -21% | i
CCc1ccc(N2C(=O)c3ccc4c5c(ccc(c35)C2=O)CC4)cc1 | -11% | -2.3 | 3.3% | -20% | -9% | -4% | 3% | 0% | i
O=C(Nc1c2c(nc3ccccc13)CCCC2)c1cccc([N+](=O)[O-])c1 | -22% | -1.7 | 0.2% | -14% | 4% | 0% | 6% | 5% | u
COc1cc(NC(=O)Cn2cnc3c(NCc4ccccc4)ncnc32)cc(OC)c1OC | 10% | -0.4 | 2.4% | 6% | -1% | -16% | 9% | -3% | i
Cc1cccc(C)c1NC(=O)CNC(=O)C(C)NC(C)c1ccccc1Br (stereo not drawn) | -2% | -2.0 | 0.0% | 8% | -5% | -6% | 3% | 7% | u
Nc1nc2c(-c3ccc(Br)cc3)nnn2c2ccccc12 | 16% | -3.4 | 17% | u | 7% | 4% | 12% | -3% | i
CCC1(C)Cc2c(sc3c2c(=O)n(C)c2nnc(SCCc4ccccc4)n32)CO1 (stereo not drawn) | -14% | -0.2 | -0.1% | 5% | 0% | -2% | -20% | 0% | i
COc1ccc(CCNC(=O)CC2Nc3ccccc3NC2=O)cc1 (stereo not drawn) | -1% | -1.5 | 3.3% | 13% | -1% | 13% | -6% | -1% | i
N#CCSc1ncnc2c1cnn2CCO | 21% | 0.5 | 2.3% | u | -14% | 12% | 9% | -3% | i
Cc1cc(-c2ccc(C)c(S(=O)(=O)NC3CCCCC3)c2)on1 | x | x | -0.2% | -14% | -4% | x | u | -38% | x

Structures listed so far with a nitro group on carbon, in the order listed:
SMILES | ATXN2 expr inh | IL-2 act | Nrf2 activator | Nrf2 block | A549 tox | EPAC2 ag | TGFb SMAD3 inh | HepG2 tox | S2 tox
CC(C)(C)C(=O)N1CCN(c2ccc([N+](=O)[O-])c(-n3nc(-c4ccccc4)c4ccccc4c3=O)c2)CC1 | 9% | 1.9 | -0.7% | 14% | u | 1% | -13% | 3% | i
O=C(Nc1c2c(nc3ccccc13)CCCC2)c1cccc([N+](=O)[O-])c1 | -22% | -1.7 | 0.2% | -14% | 4% | 0% | 6% | 5% | u
